Screens: PubChem BioAssay, Sanford-Burnham Center for Chemical Genomics
TAG inh: inhibitors of triacylglycerol accumulation, primary screen, cell-based, uHTS, fluorescence, H9c2. H9c2 cells, Nile Red lipid (TAG) fluorescence; cells loaded with 200 µM oleic acid. inhibition, % at 12.5 µM. 0.66% of 230,000 active. AID 651582, 2012;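 active = pattern-corrected inhibition of lipid staining of at least 50% with the nuclear-stain viability signal not falling by more than 50%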;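 note: 0% = DMSO wells and 100% = triacsin C control wells; some results filed as inactive read as strong as hits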
TAG inh DAPI viability: also measured in TAG inh; calls as there; DAPI nuclei signal change (viability), lower = more cytotoxic, %;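 whole-well DAPI fluorescence read on a plate reader as a viability signal; minus 50 percent equals half of cells still viable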
An asterisk follows results filed as active. Only part of the results is shown. The share of hits here may be higher or lower than overall.

Screens in order – TAG inh	TAG inh DAPI viability
- O=C1NN=C(c2ccccc2)C1Cc1ccccc1 (configuration not stated)
 : -10	-1
- O=C(N/N=C/c1c[nH]c2ccccc12)c1cc2ccccc2o1
 : -9	4
- COc1ccc(CCN(C)C(=O)c2cccc(S(=O)(=O)NCc3ccccc3)c2)cc1OC
 : -18	-1
- COc1ccc(COn2c(=O)c(C)[n+]([O-])c3ccccc32)cc1OC
 : 8	-11
- CCCCCc1ccc(-c2cn(Cc3ccc(C(=O)c4ccccc4)cc3)nn2)cc1
 : 61*	-21*
- COc1cccc(CNc2ccc3c(c2)ncn3C(C)C)c1OC
 : 8	-12
- O=C(NC1CC1)c1ccc(F)cc1Cl
 : 1	-8
- CN1CCN(CC(=O)Nc2ccccc2Oc2ccccc2)CC1
 : -9	10
- CCOC(=O)N1CCN(C(=O)c2cc(-n3cnnc3)ccc2Cl)CC1
 : -60	5
- COc1ccccc1C1NC(=O)NC(C)=C1C(=O)Nc1cccc(C)c1C (configuration not stated)
 : -3	-4
- O=S(=O)(c1ccc(Br)cc1F)N1CC[C@H](O)C1
 : -3	-2
- COc1ccc2[nH]c(=O)c(CN(C(=O)c3ccco3)C(C)C)cc2c1
 : 20	-25
- CCN1CCN(C(=O)c2ccc(OC)c(S(=O)(=O)Nc3ccc(C)cc3)c2)CC1
 : -24	0
- COc1c(/C=N/Nc2ccc([N+](=O)[O-])cc2[N+](=O)[O-])c(C)nn1-c1ccccc1
 : 25	-10
- Cc1csc(=Nc2cccnc2)n1Cc1ccco1
 : 16	-3
- O=C(COC(=O)COc1ccccc1)NCCC1=CCCCC1
 : 18	3
- O=C(c1ccccc1)c1c[nH]c2cc3c(cc2c1=O)OCCO3
 : -9	0
- CCCCn1c(N)c(N(Cc2ccccc2OC)C(=O)CSCC(=O)Nc2ccc(C)cc2)c(=O)[nH]c1=O
 : 13	-3
- CCOC(=O)c1[nH]c2cc(OC)c(OC)cc2c1NC(=O)CCN1CCSCC1
 : 5	4
- Cc1ccc(NC(=O)c2ccc(NCc3ccc(F)cc3)nc2)cc1
 : -7	7

Gathered by group, the compounds so far with a halogen.
Screens in order – TAG inh	TAG inh DAPI viability
- O=C(NC1CC1)c1ccc(F)cc1Cl
 : 1	-8
- CCOC(=O)N1CCN(C(=O)c2cc(-n3cnnc3)ccc2Cl)CC1
 : -60	5
- O=S(=O)(c1ccc(Br)cc1F)N1CC[C@H](O)C1
 : -3	-2
- Cc1ccc(NC(=O)c2ccc(NCc3ccc(F)cc3)nc2)cc1
 : -7	7

Further structures.
Screens in order – TAG inh	TAG inh DAPI viability
- CCOC(=O)/C=C1/SCC(=O)N1CC(=O)c1ccc[nH]1
 : 11	-4
- OCCN(Cc1ccccc1)C(=S)NC1CCCCC1
 : 5	-18
- Nc1ccc(C(=O)N/N=C\C=C\c2ccc([N+](=O)[O-])cc2)cc1
 : -11	-2
- Cc1cccc(C)c1NC1=NC(C)(C)N=C(N)N1
 : -2	-5
- CCn1c(SCc2ccccc2)nc2c1c(=O)[nH]c(=O)n2C
 : -52	-9
- O=C(NCc1ccc(C(F)(F)F)cc1)c1ccc2c(c1)S(=O)(=O)c1ccccc1C2=O
 : -68	3
- COc1ccccc1C(=O)Nc1ccnn1C1CCN(Cc2cnn(C)c2)CC1
 : -15	4
- O=C(COC(=O)c1cccc(Br)c1)NC(=O)NC1CCCC1
 : -1	1
- Cc1nc2[nH]c(=S)[nH]c(=O)c2nc1C
 : 3	0
- COc1ccc(-n2c(COc3ccccc3)nnc2SCC(N)=O)cc1
 : -2	-2
- N#CCCn1cc(/C=C/C(=O)O)c(-c2ccc(F)cc2)n1
 : 11	-9
- CCOC(=O)C1(Cc2ccccc2)CCCN(C(=O)C=C(C)C)C1 (configuration not stated)
 : -19	-3
- CC(C)(CO)NS(=O)(=O)c1ccc2c(c1)C(=NO)c1cc(S(=O)(=O)NC(C)(C)CO)ccc1-2
 : 3	9
- O=C(C1CCCO1)N1CCN(S(=O)(=O)c2ccc(Cl)cc2)CC1 (configuration not stated)
 : 15	-5
- CC(=O)c1c(C)[nH]c(C(=O)NCCC2=CCCCC2)c1C
 : 2	-2
- COc1ccc(CN2CCC(C)(Oc3ccc(C(C)=O)cc3)C2)c2ccccc12 (configuration not stated)
 : 25	-45
- CN(c1ccc(OC(=O)c2ccc(-n3cncn3)c([N+](=O)[O-])c2)cc1)S(=O)(=O)c1ccccc1
 : 15	-9
- C=CC[C@@H](CC(=O)N(CCO)Cc1ccccc1)C(=O)N[C@H](COC(=O)[C@@H](CC=C)Cc1ccc(F)cc1)c1ccccc1
 : 37	-9
- CCCC(=O)N1CCN(c2ccc(NC(=O)c3cccs3)cc2)CC1
 : 5	-1
- COc1ccc(NC(=O)CCS(=O)(=O)c2cccc3nonc23)cc1
 : -8	5
- Cc1ccc2nc(SCC(=O)N3N=C(c4cccs4)CC3c3ccc(F)cc3)nc(=O)n2c1 (configuration not stated)
 : 4	-11
- CCc1cc(=O)oc2cc(OC(=O)c3ccco3)ccc12
 : 2	20
- O=C(CCC(=O)N1CCOc2ccc(Cl)cc21)NCCN1CCOCC1
 : -5	7
- O=C(c1cc(C2CC2)nn1-c1ccccc1)N1CCN(c2ccccc2O)CC1
 : -27	5
- COC(=O)c1cnc(NNS(=O)(=O)c2ccc(Cl)cc2)nc1C(F)(F)F
 : -10	-4
- CC(=O)Nc1nnc(SCc2cc(=O)c(OC(=O)c3ccccc3)co2)s1
 : 0	-9
- COc1cc(C(=O)O)ccc1OCc1ccncc1
 : -5	-6
- NS(=O)(=O)c1ccc(N2CCOCC2)c(C(=O)NCCCSc2ccccc2)c1
 : -15	0
- O=C(Cc1cccc2ccccc12)Nc1cccnc1
 : -1	-3
- COc1ccc(C(=O)Nc2nc(C)cs2)cc1S(=O)(=O)N1CCOCC1
 : 10	3
- O=[N+]([O-])c1ccc(Cl)cc1N1CCCC1
 : -6	-1
- COc1ccc(C2C3=C(CC(C)(C)CC3=O)Oc3ncn4nc(-c5cccnc5)nc4c32)cc1 (configuration not stated)
 : -8	5
- CCN(CC)c1ccc(C(=O)NNC(=O)CCNC(=O)c2ccccc2)cc1
 : 12	-1
- CCc1ccccc1NC(=O)CN(C)C(=O)c1cc(C2CC2)nc2c1cnn2C(C)C
 : 26	-6
- CS(=O)(=O)Nc1ccccc1C(=O)O
 : 7	-7
- C=CCn1c(O)c(N=NC(=S)Nc2ccccc2F)c2cc(S(=O)(=O)N3CCOCC3)ccc21
 : 21	-23
- O=C(NCc1ccccc1Cl)C(=O)NCC1OCCCN1S(=O)(=O)c1cccs1 (configuration not stated)
 : 37	-5
- CCCCN(C(=O)c1cc(-c2ccco2)nc2ccccc12)c1c(N)n(CCC)c(=O)[nH]c1=O
 : 8	-3
- CC(C)CN1CCC(=O)N(CCSc2ccccc2)CC1
 : -19	2
- CC1=NN(c2ccc(S(=O)(=O)O)cc2C)C(=O)C1
 : 16	-6
- COc1ccc(CNC(=O)C2CCN(S(=O)(=O)c3cccc4cccnc34)CC2)cc1
 : 6	-4
- OC1CCN(C(=S)NCCc2ccccc2)CC1
 : -10	-6
- O=C(NC(=S)Nc1ccc2c(c1)OCCO2)c1ccco1
 : -5	2
- O=S(=O)(CC(c1ccccc1)N1CCCCC1)c1ccc(Cl)cc1 (configuration not stated)
 : 3	-9
- O=C(N/N=C/c1ccc([N+](=O)[O-])s1)c1cccc(Br)c1
 : -98	2
- COc1cc(S(=O)(=O)N2CCCCC2)c(OC)cc1Br
 : -15	-9
- COc1ccc(S(=O)(=O)N2CCCC2C(=O)Nc2ccc(C(C)=O)cc2)cc1 (configuration not stated)
 : 8	-7
- CN(C(=O)C(=O)c1cn(CC(=O)N2CCCC2)c2ccccc12)C1CCCCC1
 : 0	-5
- CCOC(=O)C(NC(=O)CC)(Nc1ccc(S(=O)(=O)Nc2cc(C)on2)cc1)C(F)(F)F (configuration not stated)
 : 9	-3
- N#Cc1ccc(CSc2nnc(NC(=O)CCc3nc4ccccc4c(=O)[nH]3)s2)cc1
 : -22	5

(cont.)
Screens in order – TAG inh	TAG inh DAPI viability
- CNC(=O)COc1ncnc2scc(-c3ccc(F)cc3)c12
 : 12	4
- O=c1[nH]c2ccc(Cl)cc2c(-c2ccccc2)c1SC(=S)N1CCCCC1
 : -13	2
- CC(C(=O)c1ccc(-c2ccccc2)cc1)[n+]1cccc(C(N)=O)c1 (configuration not stated)
 : 5	-5
- Cc1cc(C)c(S(=O)(=O)N2CCCOC2CNC(=O)C(=O)NCc2ccccn2)c(C)c1 (configuration not stated)
 : 9	-8
- O=C(NCc1n[nH]c(=S)n1-c1ccc(Cl)c(Cl)c1)c1ccco1
 : 7	-5
- O=C(COC(=O)[C@@H]1CCCN1C(=O)c1cccs1)Nc1ccc(F)cc1[N+](=O)[O-]
 : -2	0
- CCc1ccc(NC(=O)c2c(C(=O)Nc3ccccc3)sc3nc(C)cc(=O)n23)cc1
 : -6	-12
- Cc1cnc(C(=O)OCC(=O)c2csc(N3CCCCC3)n2)cn1
 : -7	5
- COc1ccccc1N1CCN(C(=O)CN(C)S(=O)(=O)c2cc(C)ccc2OC)CC1
 : -2	-6
- CC(NC(=O)Cn1nc(-c2ccccc2)ccc1=O)c1ccccc1 (configuration not stated)
 : -3	0
- CCC1(C)CC2(CCCN(CCC(O)(c3ccccc3)c3ccccc3)C2)CCO1 (configuration not stated)
 : -5	-10
- O=C1CCc2ccc(NS(=O)(=O)c3ccc(F)cc3)cc2N1
 : 6	-2
- CCCN(C(=O)Cn1ncc2c(=O)oc3ccccc3c21)c1cccc(C)c1
 : -4	2
- Cc1ccc(-c2noc(CCC(=O)Nc3cc(C)ccn3)n2)cc1
 : -24	3
- Cn1c(CN2CCOCC2)nnc1SCC(=O)Nc1nccs1
 : 0	-10
- COc1ccc(C)cc1NC(=O)C(OC(=O)c1cc(C)oc1C)c1ccccc1 (configuration not stated)
 : 6	5
- C=CCSc1nnc2nc3[nH]c4c(C)cccc4c3nn12
 : 23	-1
- O=C(CCNC(=O)c1ccc(Br)cc1)NNC(=O)C1COc2ccccc2O1 (configuration not stated)
 : 4	-5
- OCC[C@H]1C[C@H](O)[C@@H](O)[C@@]2(CCCO2)O1
 : -2	-1
- O=C(COC(=O)Cc1ccccc1[N+](=O)[O-])NCC1CCCCC1
 : 3	0
- C=CCn1c(SCC(=O)Nc2ccccc2OC)nc2c([nH]c3ccccc32)c1=O
 : 16	-9
- CCc1ccccc1NC(=O)CNC(=O)CNC(=O)c1cccs1
 : -25	2
- CSCCC(NC=C1C(=O)OC(C)(C)OC1=O)C(=O)O (configuration not stated)
 : 15	4
- NC(=O)CSc1nccn1Cc1ccccc1
 : 0	3
- CCOc1ccccc1N1CCN(C(=O)c2cccc(-c3ccc(O)cc3)c2)CC1
 : -2	-2
- CC(NC(=O)Nc1ccccc1)C(c1cccs1)N1CCOCC1 (configuration not stated)
 : 2	-7
- O=C(O)c1ccc(/C=N/Nc2ncc(C(F)(F)F)cc2Cl)cc1
 : -7	-1
- CN(C)C(=O)C1C2NC(=S)N(c3ccc(Cl)cc3)C1(C)Oc1ccc(Cl)cc12 (configuration not stated)
 : 2	-4
- Cc1ccc(S(=O)(=O)N2CCOCC2)cc1C(=O)OC1CCCCC1=O (configuration not stated)
 : -9	-5
- COc1ccc2[nH]c(CN3CCN(CCC(C)C)C(CCO)C3)c(C)c2c1 (configuration not stated)
 : 12	2
- O=C1CN(C(=O)CNCc2cccc(Cl)c2)c2ccccc2N1
 : -5	-3
- O=C1CC[C@H](O)CCN1[C@H](CSc1ccc(Br)cc1)Cc1ccccc1
 : -10	-1
- CCCc1cc(=O)oc2cc(OC(=O)CN3C(=O)NC4(CCCC4)C3=O)ccc12
 : 2	10
- CCN1C(C)=CC(=O)[C@@H](O)[C@H]1c1ccccc1Br
 : -12	-4
- Cc1ccc(S(=O)(=O)NCC(=O)N2CCOCC2)cc1
 : 1	5
- CC1CCCN(C(=O)CSc2nc3ccccc3o2)C1 (configuration not stated)
 : 7	-16
- COc1ccc(/C=N/NC(=O)c2ccc(C)nc2)cc1O
 : 8	-13
- CN(CCOc1cccc2ccccc12)Cc1ccccc1
 : 4	-3
- Cc1cccc(NC(=O)C(=O)NCC2CCCN2S(=O)(=O)c2cccs2)c1C (configuration not stated)
 : 9	1
- O=C(Nc1ccc(O)c2c(=O)cc(-c3cccc(Cl)c3)oc12)c1ccccc1Cl
 : 0	2
- Cc1ccc(-c2cc[n+](Cc3ccccc3)cc2)cc1
 : -2	-11
- CC[C@]1(C(=O)OC)[C@H]2C(=O)N(Cc3ccccc3)C(=O)[C@H]2[C@H]2CN(C)C(=NCc3ccccc3)N21
 : -3	2
- Cc1ccc(C(CNS(=O)(=O)c2ccc(F)cc2C)N2CCN(C)CC2)cc1 (configuration not stated)
 : -1	8
- CC(C)CCNC(=O)CCCCn1c(=O)[nH]c2ccsc2c1=O
 : -2	-7
- Cc1ccc(-c2cc(C(=O)N3CC4(C)CC3CC(C)(C)C4)no2)cc1 (configuration not stated)
 : -12	6
- COc1ccccc1NC(=S)NNC(=O)c1ccccc1
 : -13	8

Quoted at random: 4 records from the list, in no set order.
Screens in order – TAG inh	TAG inh DAPI viability
- Cc1ccc(C(CNS(=O)(=O)c2ccc(F)cc2C)N2CCN(C)CC2)cc1 (configuration not stated)
 : -1	8
- Cc1ccc(-c2cc(C(=O)N3CC4(C)CC3CC(C)(C)C4)no2)cc1 (configuration not stated)
 : -12	6
- COc1ccccc1NC(=S)NNC(=O)c1ccccc1
 : -13	8
- CC(C)CCNC(=O)CCCCn1c(=O)[nH]c2ccsc2c1=O
 : -2	-7
